High-throughput results (PubChem BioAssay)
KOR beta-arrestin-1 – KOR antagonists, beta-arrestin recruitment, cell-based, luminescence, uHTS (AID 1778); KOR beta-arrestin recruitment, luminescence, antagonist mode; higher % means a stronger effect; inhibition, % at 10 µM, or IC50 in µM where a hit was titrated; 290,000 tested, 0.091% active; further: strong numbers were not always called active
GPR55 LPI antagonism – GPR55 antagonists blocking LPI-driven arrestin recruitment, primary screen, imaging, U2OS, beta-arrestin-GFP, LPI agonist (AID 2013). one-dose inhibition, % at 10 µM; IC50 in µM for titrated hits. U2OS GPR55 beta-arrestin-GFP translocation imaging, LPI antagonism; higher % means a stronger effect. 290,000 tested, 0.13% active;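 active means spots per cell inhibited over 60%, with over 100 cells counted and total cytoplasm intensity under 500,000; inconclusive means wells with under 100 cells, flagged as likely toxic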;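 further: U2OS cells stably carrying GPR55 and arrestin-GFP stimulated by 5 µM LPI near EC80; imaged beta-arrestin-GFP aggregate spots per cell after agonist stimulation; plate controls were LPI-stimulated DMSO wells for no effect and DMSO wells without LPI for full effect; some results filed as inactive read as strong as hits; confirmed hits need IC50 under 10 µM and bright autofluorescent wells are also inconclusive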
NOD1 inhibition – NOD1 signaling inhibitors, primary screen, cell-based, luminescence, uHTS (AID 1578); inhibition, % at 4 µM; hits with a dose series show EC50 in µM; 290,000 tested, 1% active; NOD1-driven NF-kB luciferase reporter cells, luminescence; higher % means a stronger effect; in the data active means inhibition mostly above about 36%, no sharp cut-off; inactive means mostly below about 34%;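 further: HEK-293T reporter cells stimulated with the NOD1 agonist gamma-tri-DAP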
Rac1 GTP hydrolysis – MgcRacGAP GTPase-activating activity inhibitors, confirmation, biochemical, ADP Hunter fluorescence. AID 624330. inhibition, % at 30 µM, or IC50 in µM where a hit was titrated. MgcRacGAP-stimulated Rac1 GTP hydrolysis, ADP Hunter fluorescence; higher % means a stronger effect; GST-tagged Rac1 F28L mutant substrate. 340,000 tested, 0.6% active;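 active means first-screen hits whose inhibition reached a set limit at any dose in the follow-up dose series; inconclusive means inhibition above the set first-screen limit but never retested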;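 further: fluorescence reports GDP produced by GAP-driven GTP hydrolysis; strong numbers were not always called active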
HIV peptide binding – cell-free HIV fusion peptide-binding blockers – biochemical, uHTS, fluorescence dequenching, primary screen (AID 1986) | cell-free peptide binding, fluorescence dequenching, 30 min; higher % means a stronger effect | 290,000 tested, 0.3% active | inhibition, % at 20 µM; hits with a dose series show IC50 in µM; in the data active means inhibition mostly above about 52%, no sharp cut-off; inactive means mostly below about 76%; further: some results filed as inactive read as strong as hits
KOR beta-arrestin-2 – KOR agonists, beta-arrestin recruitment, primary screen, cell-based, luminescence, uHTS (AID 1777). KOR beta-arrestin recruitment, luminescence; higher % means a stronger effect. one-dose activation, % at 10 µM; EC50 in µM for titrated hits. 280,000 tested, 0.02% active; in the data active means activation above about 50%, passing the limit was not always enough; further: a part of the inactive calls stands beside numbers as strong as those of hits
NOD2 inhibition – NOD2 signaling inhibitors, cell-based, luminescence, uHTS, HEK293 (AID 1566) | 290,000 tested, 0.63% active | HEK293 NOD2/NF-kB luciferase reporter, luminescence; higher % means a stronger effect | inhibition, % at 4 µM; hits with a dose series show EC50 in µM; further: many of its hits are not listed in these tables
GPR55 beta-arrestin – selective activators of receptor GPR55 – imaging, U2OS cells, beta-arrestin-GFP redistribution, primary screen (AID 1961); U2OS GPR55 beta-arrestin-GFP redistribution imaging; higher % means a stronger effect; one-dose activation, % at 10 µM; EC50 in µM for titrated hits; 290,000 tested, 0.048% active;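 active means activation above 40% with more than 50 cells counted in the well; inconclusive means wells holding fewer than 50 cells, flagged as toxic or sparse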;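 further: U2OS osteosarcoma cells stably expressing GPR55 and beta-arrestin-GFP; plate controls were DMSO negative control for no effect and LPI positive control for full effect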
SV40 large T antigen – SV40 large T antigen inhibitors, biochemical (AID 1903). SV40 large T antigen ATPase/helicase inhibition assay; higher % means a stronger effect. one-dose inhibition, % at 20 µM; IC50 in µM for titrated hits. 310,000 tested, 0.39% active; in the data active means a potency from the dose series; inconclusive means inhibition mostly from about 32% at the one dose, without a potency; inactive means the rest, 99 in 100 with inhibition below about 32%; further: strong numbers were not always called active
Numbers without * were called inactive; u = inconclusive; x = no result given; [ ] = remark or other dose. Unless noted, no stated cut-off is given here; in the data, active means inhibition above about 50%; inactive means the rest. An excerpt; the hit share may differ from the screen's.

SMILES	KOR beta-arrestin-1	GPR55 LPI antagonism	NOD1 inhibition	Rac1 GTP hydrolysis	HIV peptide binding	KOR beta-arrestin-2	NOD2 inhibition	GPR55 beta-arrestin	SV40 large T antigen
CCOC(=O)c1c(NC(=O)/C=C\C(=O)O)sc(C)c1-c1ccccc1	-46%[20 µM]	-7%	-10%	10%	2.3%	-0.2%	2%	0.5%	12%
CCCCOc1ccc(C(=O)Nc2cccc(-n3cnnn3)c2)cc1OC	-4%	21%	-30%	8%	0.7%	3.1%	12%	-0.1%	9%
COc1ccccc1Nc1nc(N)nc(CN2CCC(C)CC2)n1	6%	-1%	-24%	0%	-1.2%	-5.2%	4%	-0.3%	8%
CCCCn1c(N)c(Sc2ccc(Cl)cc2)c(=O)[nH]c1=O	1%	4%	-3%	10%	2.8%	-4.1%	22%	-0.1%	5%
CCOc1ccc(NS(=O)(=O)c2ccc(NC(=O)[C@@H]3CCCC[C@@H]3C(=O)O)cc2)cc1	-11%	-9%	-31%	1%	3.0%	-3.0%	10%	0.7%	25%
Cc1cccc(C)c1OCCn1nnc2ccccc21	-30%[20 µM]	-6%	-5%	11%	1.7%	5.0%	11%	0.3%	9%
CC(=O)Nc1ccc(NC(=O)c2ccc3c(c2)C(=O)N(c2ccccc2C)C3=O)cc1	-8%	-2%	-1%	1%	-0.3%	-1.2%	14%	0.4%	0%
Cc1ccc(C(=O)N=c2sccn2C)cc1C	12%	14%	-100%	7%	1.9%	-0.8%	-55%	0.3%	8%
Nc1ccc(C(=O)N2N=C(c3ccccc3)CC2(O)C(F)(F)F)cc1 (stereo not drawn)	-6%	-14%	1%	x	0.4%	0.9%	14%	-0.2%	9%
NC(=O)C1CCN(C(=O)C2CCC(=O)N(CC3CCCCC3)C2)CC1 (stereo not drawn)	-6%	6%	-27%	6%	-1.8%	-0.4%	12%	-0.1%	9%
O=C(O)CCCNS(=O)(=O)c1ccc2c(c1)OCCCO2	-6%	15%	-4%	7%	-0.4%	-3.7%	13%	-0.2%	13%
COc1ccc(Cl)cc1NC(=O)CCCN1C(=O)CCC1=O	26%	7%	-26%	16%	-3.1%	-11%	-1%	-0.1%	6%
CC(C)C(=O)Nc1ncc(Cc2ccccc2Cl)s1	-1%[20 µM]	10%	-45%	-3%	-1.1%	x	-14%	-0.1%	7%
N#Cc1ccc(-c2ccccc2)nc1SCC(=O)c1cccc(Cl)c1	8%	12%	7%	7%	1.5%	1.3%	-10%	0.3%	17%
O=C(NCCc1ccccc1)c1cc(=O)[nH]c2ccccc12	-8%	-7%	-35%	7%	0.5%	-1.9%	5%	0.6%	9%
Cc1ccccc1OCc1nc(-c2cccnc2)no1	-45%[20 µM]	4%	-48%	7%	-0.9%	x	-27%	-0.1%	18%
COc1cc(/C=N/NC(=O)c2ccncc2)ccc1OC(=O)c1cccc(F)c1	-22%	18%	-6%	5%	-0.9%	-2.3%	20%	0.2%	3%
CN1C(=O)C(O)(c2sc(N)nc2-c2ccccc2)c2ccccc21 (stereo not drawn)	0%	0%	-10%	7%	-3.6%	6.2%	-5%	-0.2%	9%
CCn1nccc1C(=O)Nc1nc2ccccc2n1CCN1CCCCC1	x	14%	0%	8%	0.0%	x	-11%	-0.1%	8%
Cc1nc(-c2ccc([N+](=O)[O-])cc2)nc2[nH]ccc(=O)c12	-6%	6%	-9%	8%	-3.9%	-0.4%	-65%	-0.2%	6%
CN(C)c1cccc2c1c(NC(=O)Nc1ccccc1)nn2C	27%	14%	-14%	18%	-1.5%	-3.0%	20%	-0.2%	29%
O=C(O)C1Cc2ccccc2CN1S(=O)(=O)/C=C/c1ccccc1 (stereo not drawn)	19%	7%	-31%	3%	1.9%	-5.3%	4%	-0.4%	8%
CCOc1ccccc1NS(=O)(=O)c1ccc2c(c1)NC(=O)CCS2	10%	-2%	-22%	-6%	1.9%	-2.3%	2%	-0.2%	0%
CCN1CCN(c2ncnc3c2cnn3-c2ccc(Cl)cc2)CC1	24%	4%	1%	12%	-1.0%	0.3%	-103%	0.3%	x
O=C1CC2C(CC(OC(=O)c3ccc(-c4ccccc4)cc3)C2CO)O1 (stereo not drawn)	-30%	8%	-43%	9%	2.0%	0.6%	-45%	0.0%	5%
CCc1cccc2c(SC(C)C(=O)NCC3CCCO3)nc(-c3ccccc3)nc12 (stereo not drawn)	13%	-4%	-12%	-2%	1.3%	-1.7%	-1%	-0.4%	19%
O=C(CSc1nnnn1-c1ccccc1)Nc1nsc(-c2ccccc2)n1	-47%	5%	-60%	14%	6.3%	-1.5%	0%	0.2%	15%
CC(=O)NC1=NN(C(C)=O)C2(S1)C(=O)N(C(C)C)c1ccc(C)cc12 (stereo not drawn)	3%	26%	x	3%	-2.8%	0.1%	10%	-0.2%	-5%
C/C(=N/NC(=O)CCc1ccccc1)c1ccco1	1%[20 µM]	5%	-42%	11%	1.9%	x	-4%	-0.1%	6%
CCc1ncc(CN2CCCC(C(=O)Nc3cccc(-c4ccc(F)cc4)c3)C2)cn1 (stereo not drawn)	10%	-11%	-33%	7%	0.4%	-3.4%	8%	-0.1%	14%
Nc1cc(Cl)ccc1C(=O)OCC(=O)NC1CCCCC1	-9%	2%	-32%	8%	1.4%	2.8%	-14%	-0.2%	4%
COc1ccc(C2/C(=C(/O)c3ccc(C)cc3)C(=O)C(=O)N2C)c(OC)c1 (stereo not drawn)	-4%	-1%	-30%	6%	-1.0%	7.8%	-10%	-0.2%	5%
CC(C)[C@H](NC(=O)c1cc2cc(Cl)ccc2n1C)C(=O)N[C@@H](C(=O)O)c1ccccc1	4%	10%	-1%	10%	4.2%	-4.9%	1%	0.0%	11%
Cc1ccc(-c2nn(CC(=O)NN3CCOCC3)c(=O)c3ccccc23)cc1	11%	4%	-11%	x	-1.5%	-2.8%	5%	0.5%	8%
O=C(NCc1ccco1)c1cc(NS(=O)(=O)c2cccc([N+](=O)[O-])c2)ccc1O	4%	17%	-13%	7%	5.4%	-0.7%	14%	-0.4%	8%
CCCCc1nnc(NC(=O)C(C)Sc2nc(O)c(Cc3ccccc3)c(=O)[nH]2)s1 (stereo not drawn)	16%	-8%	-28%	-1%	5.1%	-5.0%	7%	-0.1%	5%
O=C(CCC(=O)N1CCN(S(=O)(=O)c2ccc(Cl)cc2)CC1)NC1CCCc2ccccc21 (stereo not drawn)	3%	-7%	8%	4%	0.8%	2.3%	14%	-0.1%	-3%
CN1CCN(S(=O)(=O)c2ccc(NC(=O)C3CCCCC3)cc2)CC1	18%	14%	-2%	0%	0.0%	5.9%	20%	-0.2%	3%
Cc1noc(/C=C/c2ccccc2F)c1S(=O)(=O)N1CCC(C(=O)N2CCN(C)CC2)CC1	-8%	3%	-23%	4%	0.2%	-2.7%	15%	-0.2%	16%
CC1=CC(C)(C)N(C)C(=O)N1c1ccc(Cl)cc1	-18%	x	12%	6%	-1.1%	7.6%	5%	0.2%	1%
CCNC(=S)NNC(=O)c1csc(C)c1	-21%	3%	38%	2%	-0.8%	2.1%	-23%	-0.2%	11%
CC1CCN(C(C(=O)NC2CCCCC2)c2cc3c(cc2[N+](=O)[O-])OCO3)CC1 (stereo not drawn)	24%	3%	-34%	3%	24%	1.4%	-15%	-0.1%	-18%
CCN(CC)S(=O)(=O)c1cc([N+](=O)[O-])ccc1N=Nc1c(O)[nH]c2ccccc12	-33%	2%	-39%	5%	14%	1.3%	-16%	0.3%	6%
CC(=O)Nc1ccc(S(=O)(=O)Oc2ccccc2N2CCCCC2)cc1	10%	0%	-11%	-14%	7.1%	0.8%	17%	-0.3%	3%
Cc1ccc(C)c(OCC(=O)Nc2ccc3c(c2)OCO3)c1	-2%	-3%	-36%	1%	-0.2%	-1.2%	-18%	-0.2%	18%
CSc1sc(-c2ccnc(=S)[nH]2)c(-c2ccccc2)c1C#N	2%	6%	-4%	x	-0.8%	x	-14%	-0.2%	5%
Cc1nc2ccccc2c(=O)n1/N=C/c1cccnc1	-36%	-10%	-13%	1%	-0.8%	2.3%	15%	-0.2%	13%
COc1ccc(CSc2nc(N3CCOCC3)c3c(c2C#N)CC(C)(C)OC3)cc1	35%	14%	-26%	2%	0.9%	7.4%	-17%	-0.1%	-2%
Cc1nc(-c2ccccn2)nc(SCC(=O)c2ccc(F)cc2)c1Cl	13%	9%	12%	10%	-0.5%	4.0%	20%	0.3%	11%
CS(=O)(=O)Oc1ccc(/C=C2\C(=N)N3N=C(CC(=O)N4CCOCC4)SC3=NC2=O)cc1Cl	-28%	-5%	-3%	7%	4.4%	-5.8%	2%	-0.2%	15%
COc1cc(C(=O)Nc2cc(C)nn2-c2ccccc2)cc(OC)c1OC	-12%	6%	-17%	1%	0.4%	0.1%	3%	0.6%	13%
Cn1ncc2c(NNC(=O)c3ccc(Cl)c(Cl)c3)ncnc21	28%	1%	-30%	8%	3.8%	-1.3%	-22%	0.5%	u
COc1cc(OC)c(NS(=O)(=O)c2cc(Br)cnc2N)cc1Cl	5%	-10%	9%	-1%	0.9%	0.6%	18%	-0.1%	12%
CC1(C)CC(=O)C2=C(C1)Oc1ncn(Cc3ccco3)c(=N)c1C2c1ccccc1 (stereo not drawn)	-8%	17%	0%	13%	1.2%	-3.0%	-27%	-0.2%	16%
Cc1ccc(NC(=O)CS(=O)CC(=O)Nc2ccccc2-c2ccc(C)o2)cc1 (stereo not drawn)	-15%	-4%	-16%	-4%	3.0%	3.6%	-2%	-0.1%	32%
COc1ccc(CNC(=O)C2CCCN(S(=O)(=O)c3cccc4nsnc34)C2)cc1 (stereo not drawn)	-14%	10%	-5%	0%	0.7%	-6.1%	5%	0.1%	20%
COC(=O)c1ccc(CNC(=O)N2CCN(S(=O)(=O)c3ccc(C)cc3)CC2)cc1	25%	8%	-19%	8%	-1.3%	0.9%	5%	0.2%	-1%
COc1ccc(CCNC(=O)c2c(C)nn(CC(C)C)c2Cl)cc1OC	9%	-3%	-22%	9%	-0.7%	-0.1%	6%	0.7%	10%
COC(=O)c1nn(-c2ccccc2)c2nnc(Cc3ccc(C)cc3)c(=O)n12	2%	11%	2%	2%	5.1%	-1.6%	26%	-0.1%	12%
C/C(CC(=O)Nc1ccc2c(c1)OCCO2)=N\NC(=O)COc1ccccc1C	2%	62%	-14%	3%	-0.6%	-1.5%	1%	-0.1%	5%
